Bioassay records: PubChem, National Center for Advancing Translational Sciences (NCATS)
MBNL1 CUG block – qHTS Assay for Inhibitors of MBNL1-poly(CUG) RNA binding. TR-FRET MBNL1-His/biotin-(CUG)12 binding, 665/545 ratio. Muscleblind-like protein 1 (Homo sapiens), Q9NR56. Potency, µM (top dose mostly 57.5 µM), inactives show top-dose activity change, negative = inhibition, hits mostly inhibitors. 280,000 tested, 0.036% active. AID 2675, 2010; active = well fitted inhibition curve with a large enough effect in the signal ratio, with a control signal flat, not every such curve was filed as active; inconclusive = small, poorly fitted or top-dose-only effect, or effect the other way, or a change in a side signal; inactive = no such curve, though single readings can be large or run the other way; the % refers to the signal ratio; also: potency is read from the fitted curve at half-maximal effect; % is scaled to controls: 0 for no effect and ±100 for the full control effect
Target sequence (Q9NR56 whole entry, looked up): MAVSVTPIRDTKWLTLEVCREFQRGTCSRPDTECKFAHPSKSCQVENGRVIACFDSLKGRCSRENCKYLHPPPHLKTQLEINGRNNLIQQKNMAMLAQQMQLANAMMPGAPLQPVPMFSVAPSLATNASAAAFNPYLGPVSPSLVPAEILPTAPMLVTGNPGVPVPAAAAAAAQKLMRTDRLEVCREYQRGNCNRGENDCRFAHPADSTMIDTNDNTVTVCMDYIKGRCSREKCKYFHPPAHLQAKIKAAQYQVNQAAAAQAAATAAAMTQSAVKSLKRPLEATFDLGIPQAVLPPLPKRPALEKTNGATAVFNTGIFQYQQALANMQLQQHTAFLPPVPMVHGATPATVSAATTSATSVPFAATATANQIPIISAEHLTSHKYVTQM
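TR-FRET readout: Ex 340 nm, 665/545 nm emission ratio, normalized to buffer-only (basal) and MBNL1-(CUG)12 controls. Complex of MBNL1-His with Biotin-(CUG)12, compounds 92 nM–58 uM, incubated 60 min at room temperature.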
S-ASM inh – Inhibitors of Secretory Acid Sphingomyelinase (S-ASM): qHTS; 340,000 tested, 0.006% active; Potency, µM (titrated, usually from 57.5 µM), without a hit: top-dose activity change, negative = inhibition, hits mostly inhibitors; Sphingomyelin phosphodiesterase (Homo sapiens), P17405; AID 504937, 2011; placental ASM, HMU-PC fluorogenic substrate, 60 min; also: potency is read from the fitted curve at half-maximal effect
Target sequence (P17405 47-631 limits assumed): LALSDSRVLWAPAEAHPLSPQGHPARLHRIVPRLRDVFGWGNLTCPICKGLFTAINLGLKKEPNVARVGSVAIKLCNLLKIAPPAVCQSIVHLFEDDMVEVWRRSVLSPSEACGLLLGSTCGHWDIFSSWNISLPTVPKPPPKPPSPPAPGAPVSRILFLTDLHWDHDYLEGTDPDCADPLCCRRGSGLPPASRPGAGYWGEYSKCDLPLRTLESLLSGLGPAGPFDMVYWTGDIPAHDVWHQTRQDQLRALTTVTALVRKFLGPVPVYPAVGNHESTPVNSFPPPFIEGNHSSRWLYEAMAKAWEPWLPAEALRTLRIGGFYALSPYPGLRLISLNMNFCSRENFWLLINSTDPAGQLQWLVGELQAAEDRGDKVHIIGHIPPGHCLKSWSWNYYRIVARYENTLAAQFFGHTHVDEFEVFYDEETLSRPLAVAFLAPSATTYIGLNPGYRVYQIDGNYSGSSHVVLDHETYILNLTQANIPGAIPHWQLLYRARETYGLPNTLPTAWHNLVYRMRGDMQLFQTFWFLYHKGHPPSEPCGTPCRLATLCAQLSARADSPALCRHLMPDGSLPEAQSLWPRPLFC
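Fluorescence read-out (Ex 386 nm, Em 447 nm) after stopping the reaction at pH 10. Enzyme: ASM from human placenta; substrate HMU-PC0, 9 uM final; 60 min, 37 °C. Compound preincubation 10 min, ambient temperature.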
TSG101-PTAP inh – qHTS Assay for Iinhibitors of HIV-1 Budding by Blocking the Interaction of PTAP/TSG101 | Tumor susceptibility gene 101 protein (Homo sapiens), Q99816 | Fluorescence polarization, FITC-PTAP peptide / Tsg101 binding | Potency, µM (titrated, usually from 115 µM), without a hit: at the highest dose activity change, negative = inhibition, usual class: inhibitors | 340,000 tested, under 10 active; active = well fitted inhibition curve with a large enough effect in the main read-out, with a control signal flat, not every such curve was filed as active; inconclusive = small, poorly fitted or top-dose-only effect, or effect the other way, or a change in a side signal; inactive = no such curve, though single readings can be large or run the other way; also: potency is read from the fitted curve at half-maximal effect; % of control where 0% means no effect
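Fluorescence polarization binding of Tsg101 binding domain (10 uM final) to FITC-labeled PTAP peptide (50 nM final) in HEPES pH 7.5 buffer with NaCl, Tween 20, EDTA, TCEP. Compounds added before peptide; binding 20 min at RT.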
CXXC DNA block – qHTS Fluorescence Polarization Assay for Inhibitors of MLL CXXC domain - DNA interaction; Histone-lysine N-methyltransferase 2A (Homo sapiens), Q03164; MLL-CXXC / FITC-HOXA9 DNA fluorescence polarization; Potency, µM (series often up to 115 µM), for inactives: at the top dose activity change, negative = inhibition, usual class: inhibitors; 290,000 tested, 0.037% active; active = well fitted inhibition curve with a large enough effect in the polarisation, with a control signal flat, not every such curve was filed as active; inconclusive = small, poorly fitted or top-dose-only effect, or effect the other way, or a change in a side signal; inactive = no such curve, though single readings can be large or run the other way; the % refers to the polarisation; also: potency is read from the fitted curve at half-maximal effect
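Fluorescence polarization: 7 uM MLL-CXXC (stock) preincubated 5 min with compounds, then 50 nM fluorescein-HOX-A9 DNA (stock) added; 30 min ambient. Buffer 50 mM Tris-HCl pH 7.5, 50 mM NaCl, 1 mM DTT, 0.05% BSA.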
Integrin act MD – qHTS for Activators of Integrin-Mediated Alleviation for Muscular Dystrophy; Potency, µM (top dose mostly 38.3 µM), without a hit: top-dose activation, usual class: activators; alpha7betagal myoblasts, beta-gal FDG fluorescence, 48 h; 350,000 tested, 0.064% active;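 also: potency is read from the fitted curve at half-maximal effect; 100% = response of the positive control SU9516; nearly all actives have a fitted effect of over 60% in size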
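Alpha7betagal+/- myoblasts (passage 13) were plated 16-24 hr, then exposed to compounds (1:260 dilution of DMSO stock) for 48 hours at 37C. After MPER lysis, β-galactosidase reporter activity was read as FDG fluorescence (ex 480/em 540) after 30 minutes.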
TCR act – Activators of T cell receptors: qHTS campaign | primary human leukocytes, anti-CD3, IL-2 HTRF, 48 h | Potency, µM (highest dose often 9.22 µM), without a hit: at the highest dose activation of IL-2 secretion, most hits filed as activators | 330,000 tested, under 10 active; also: % of control where 0% means no effect
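Readout: HTRF IL-2, Eu-cryptate/d2 antibody pair, 320nm excitation, 665nm emission. Stimulus: a-CD3 beads, no co-stimulation. Cells: primary human leukocytes. Exposure: 48 hr with compound.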
A-T KAP1 phos – qHTS Assay for Identifying a Potential Treatment of Ataxia-Telangiectasia. Potency, µM (highest dose often 57.5 µM), for inactives: top-dose activation, most hits filed as activators. AID 485349, 2010. 320,000 tested, 0.19% active. […] A-T fibroblasts, KAP-1 phosphorylation AlphaLISA; neocarzinostatin DNA damage 30 min before lysis; also: potency is read from the fitted curve at half-maximal effect; % of control where 0% means no effect; nearly all actives have a fitted effect of over 45% in size
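ATM-like activity read as KAP-1 phosphorylation via AlphaLISA donor/acceptor antibody pairs after lysis and 6 hr at 25C. Cells were ATM-null patient fibroblasts ([…], hTERT), dosed 60 min, then exposed to the DSB inducer NCS for 30 min.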
Menin MLL FP TR – qHTS Assay for Inhibitors Targeting the Menin-MLL Interaction in MLL Related Leukemias: Competition With Texas Red Labeled MLL-derived Mutant Peptide | O00255 | Menin + Texas Red MLL mutant peptide, fluorescence polarization | Potency, µM (doses to about 61.6 µM), without a hit: top-dose FP activity change, negative = inhibition, actives largely listed as inhibitors | 270,000 tested, 0.23% active; active = well fitted inhibition curve with a large enough effect in the polarisation, with a control signal flat, not every such curve was filed as active; inconclusive = small, poorly fitted or top-dose-only effect, or effect the other way, or a change in a side signal; inactive = no such curve, though single readings can be large or run the other way; the % refers to the polarisation; also: potency is read from the fitted curve at half-maximal effect; % of control where 0% means no effect; many of its hits are not listed in these tables
TSHR antagonist – Antagonists of the Thyroid Stimulating Hormone Receptor: HTS campaign. TSHR-expressing cells, TSH-stimulated cAMP HTRF, 2 h; active compounds read low. 330,000 tested, 0.2% active. Thyrotropin receptor (Homo sapiens), P16473. activity change, negative = inhibition, % at 11.5 µM;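 active = activity change below a set negative limit, meaning inhibition stronger than a set level, cut at about -70% in these data; inconclusive = activity change between two set negative limits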; also: % is scaled to controls: 0 for no effect and ±100 for the full control effect
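Read-out is FRET at 665 nm (cryptate excitation 337 nm) from a cryptate-tagged anti-cAMP antibody, competed by cell cAMP against cAMP-d2. Compounds are tested on freshly harvested TSHR cells challenged with 4nM TSH (EC80) for 2 hours at 37 deg C.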
Mito fusion act – qHTS Assay for Small Molecule Inhibitors of Mitochondrial Division or Activators of Mitochondrial Fusion | S. cerevisiae fusion-defective mutant growth rescue, CellTiterGlo 48 h | Potency, µM (doses to about 46.1 µM), without a hit: at the top dose growth rescue (activation), most hits filed as activators | 320,000 tested, 0.23% active;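 also: potency is read from the fitted curve at half-maximal effect; % of control where 0% means no effect; nearly all actives have a fitted effect of over 45% in size; temperature-sensitive fusion mutants such as fzo1-1 at 37 °C on non-fermentable ethanol glycerol medium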
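Luminescent cell viability in 1536-well qHTS format served as the measure of rescued growth in ts fusion-mutant S. cerevisiae cultured on non-fermentable YPEG for 48 hours at 37C.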
An asterisk follows results filed as active; ? = inconclusive; · = not tested or not shown; [ ] = remark or other dose. Unless noted, calls follow the shape of the dose curve; as a rule, active = well fitted curve in the direction sought with a large enough effect; inconclusive = small, poorly fitted or top-dose-only effect, or another doubt; inactive = no such curve, though single readings can be large; an effect the other way counts as inactive or inconclusive. These rows are one share of the data, so the mix of outcomes need not match the whole.

SMILES	MBNL1 CUG block	S-ASM inh	TSG101-PTAP inh	CXXC DNA block	Integrin act MD	TCR act	A-T KAP1 phos	Menin MLL FP TR	TSHR antagonist	Mito fusion act
CN(C)S(=O)(=O)c1ccc(NC(=O)CSc2nnc(-c3ccco3)n2N)cc1	·	5.0%	-8.2%	·	40.2%	4.8%	3.1%	·	-6.7	·
CC(=O)N1N=C(c2ccccc2)CC1c1cn(Cc2ccccc2)c2ccccc12 (centres undefined)	-3.9%	·	-0.6%	13.8%	-46.0%[inhibitor]	6.0%[46.1 µM]	1.3%	-14.4%	7.7	?
CCOc1ccc(C(=O)C[n+]2ccc(C(=O)NCCO)cc2)cc1	?	-1.9%	-4.9%	-2.8%	-16.0%	1.9%	0.0%	5.3%	-0.7	-1.9%
C=CC(=O)N1C/C(=C/c2ccc(Cl)cc2)C(=O)/C(=C\c2ccc(Cl)cc2)C1	·	-10.6%	-2.6%	·	-53.8%[inhibitor]	-3.4%	·	·	·	·
O=C(NCCN1CCN(Cc2ccccc2Cl)CC1)Nc1ccccc1	-0.4%	-0.3%	-2.6%	4.3%	0.3%	-3.5%	3.5%	4.1%	14.3	-2.2%
COc1ccc(CC(=O)O)cc1O	-10.3%	4.5%	6.5%	6.5%	7.5%	2.8%	3.0%	4.1%	1.8	1.4%
O=C(CCn1c(=O)oc2ccccc21)N1CCN(c2ccccc2Cl)CC1	-3.3%	-0.8%	-4.9%	2.4%	-4.2%	-3.5%[46.1 µM]	·	0.7%	-1.8	15.3%
Cc1cc(C)n(-c2ccc(C(=O)OCC(=O)c3ccc(Br)s3)cc2)n1	56.8%[activator]	-2.4%	-8.4%	13.2%	16.2%	-2.2%	-2.9%	?	-3.8	14.3%
Cc1cccc(OCCC(=O)Nc2ccc(C)c(S(=O)(=O)N3CCOCC3)c2)c1	·	-5.5%	-2.7%	·	5.9%	0.7%	-2.8%	·	·	·
O=S(=O)(c1ccc(F)cc1)N1CCN(C(=S)NCCc2ccccc2)CC1	-2.5%	1.3%	-1.4%	18.6%	8.9%	-3.1%	9.1%	·	7.5	3.2%
CCOC(=O)c1c(C)[nH]c(C(=O)COC(=O)/C=C/c2cccc(OC)c2OC)c1C	-11.8%	4.8%	-0.8%	11.9%	9.1%	2.6%[46.1 µM]	0.1%	31.8%[activator]	20.4	-4.5%
CC1CC(CC(=O)Nc2nc(-c3ccccc3)cs2)C(=O)O1 (centres undefined)	-0.5%	-3.6%	0.3%	-12.5%	-7.7%	-2.7%	-1.7%	-10.1%	-6.0	-1.2%
O=C(c1ccc(Cl)cc1)N1CCC(C(=O)N2CCCc3ccccc32)CC1	3.8%	-1.2%	-0.5%	-6.2%	19.4%	-4.0%	13.2%	·	0.6	-2.1%
CCOC(=O)Cc1csc(NC(=O)CN(C)S(=O)(=O)c2ccc3c(c2)CCC(=O)N3)n1	-10.5%	-1.9%	-1.5%	3.2%	0.4%	2.8%	7.6%	-8.8%	24.8	3.9%
COc1ccc(-n2nc3c(c2NC(=O)C(C)Oc2ccccc2)CS(=O)C3)cc1 (centres undefined)	-4.7%	2.8%	·	-7.6%	2.6%	3.8%	-18.8%	·	50.9	-0.5%
COc1ccc(C(=O)NC(CCSC)C(=O)N2CCCCCC2)cc1 (centres undefined)	0.8%	0.0%	1.8%	-5.0%	5.8%	1.3%	0.3%	6.7%	13.3	2.8%
COc1ccc(CC(=O)NC2CC2)cc1OC	2.3%	-0.4%	-1.5%	0.9%	0.9%	-3.7%	3.9%	4.8%	1.0	-8.1%
CC1CN(c2ccc(NC(=S)NNCCC#N)cc2)CC(C)O1 (centres undefined)	14.2%	3.1%	-3.2%	-0.5%	2.1%	2.6%	7.6%	·	9.5	-0.4%
CC(C)(C)c1cc(C(c2cccnc2)N2CCN(CCO)CC2)cc(C(C)(C)C)c1O (centres undefined)	4.8%	-1.4%	-8.1%	-23.7%	-58.4%[inhibitor]	0.6%	·	-6.5%	?	-19.0%
Cc1cc(C)n(-c2ccc(C(=O)Oc3ccc4c(c3)OCO4)cc2)n1	4.1%	7.0%	-2.6%	2.3%	-2.1%	6.9%	-3.0%	0.5%	-3.6	8.0%
Cc1cc2nc(CCl)cc(=O)n2[nH]1	-7.8%	3.3%	-6.1%	8.1%	-22.1%	-2.9%	-0.2%	-6.5%	1.2	-1.2%
Cc1ccc2[nH]c3c(c2c1)CCC3=O	23.4%	5.6%	-0.4%	-1.5%	0.0%	1.7%	-1.5%	3.0%	43.1	-5.6%
COc1ccc(-c2oc(=O)c3cc(OC)c(OC)cc3c2C#C[C@]2(O)CC[C@H]3[C@@H]4CCc5cc(OC)ccc5[C@H]4CC[C@@]32C)cc1	·	241.2%[activator]	-5.4%	·	5.9%	-2.1%	1.0%	·	-5.8	·
CC(C)C1CC(=O)NC(SCC(=O)Nc2ccc(Br)cc2)=C1C#N (centres undefined)	-8.7%	-7.5%	-0.6%	-9.7%	-35.6%[inhibitor]	2.1%	3.5%	?	-16.5	5.7%
CC1CCN(C(=O)C2CCC(CNc3c(N4CCCCC4)c(=O)c3=O)CC2)CC1 (centres undefined)	-5.4%	3.4%	-4.9%	2.3%	1.8%	4.9%	9.9%	·	21.9	-20.8%
COc1cccc(-n2c(=O)c3c(C)c(C(=O)N(C)C)sc3n(CC(=O)NCCc3ccc(OC)c(OC)c3)c2=O)c1	-2.0%	3.5%	-6.4%	-1.3%	-8.5%	·	1.5%	-6.2%	-4.5	-2.5%
COc1c2ccoc2nc2c(OC)c(OCC(O)C(C)(C)O)ccc12 (centres undefined)	27.8%	4.0%	-3.2%	2.0%	8.1%	-1.4%	2.1%	2.7%	2.8	-4.1%
O=C(Cn1nnc(-c2ccccc2)n1)c1ccccc1	0.3%	-0.2%	-7.4%	0.2%	-19.6%	-2.1%	12.8%	12.5%	-13.7	7.5%
C[n+]1cccc2cccc([O-])c21	?	-10.0%	-4.1%	?	-2.3%	5.3%	-6.7%	·	8.4	-2.3%
Cc1nn(Cc2ccc([N+](=O)[O-])cc2)c(=O)n1-c1cccc(Cl)c1	?	3.6%	-2.3%	26.3%	8.4%	-4.0%	-6.0%	1.2%	1.1	-3.3%
Cn1c(C(=O)O)c(CC(=O)N2CCC(Cc3ccccc3)CC2)c2ccccc21	-16.4%	-3.1%	1.6%	4.3%	2.0%	4.8%	2.5%	2.2%	3.3	-0.1%
CCOCCCNC(=O)CS(=O)(=O)Cc1nc(-c2cccc(OC)c2)oc1C	?	18.8%	-2.2%	-4.6%	-14.8%[7.66 µM]	1.0%	-4.4%	-28.3%	3.9	-4.5%
c1ccc(N2CCN(C3CC4CCC3C4)CC2)cc1 (centres undefined)	-5.2%	3.7%	-2.9%	2.4%	5.7%	4.2%	-1.0%	-0.7%	3.2	1.6%
CCOC(=O)C1CCN(c2ccc([N+](=O)[O-])cc2S(=O)(=O)N2CCOCC2)CC1	?	-3.1%	-2.9%	-2.5%	-4.7%	-0.9%	4.1%	-0.8%	0.3	-1.2%
O=C(/C=C/c1cccc([N+](=O)[O-])c1)Nc1ccc(Cl)cn1	13.0%	-3.5%	-0.7%	-9.5%	4.7%	0.0%	4.3%	?	7.0	4.5%
